Screens from PubChem.
UBC13 inh – UBC13 polyubiquitin chain formation inhibitors, primary screen, biochemical, TR-FRET, uHTS. inhibition, % at 20 µM. Ubiquitin-conjugating enzyme E2 N (Homo sapiens), P61088. 330,000 tested, 0.47% active; in the data active = inhibition above about 45%, passing the limit was not always enough
Target sequence (P61088 whole entry, looked up): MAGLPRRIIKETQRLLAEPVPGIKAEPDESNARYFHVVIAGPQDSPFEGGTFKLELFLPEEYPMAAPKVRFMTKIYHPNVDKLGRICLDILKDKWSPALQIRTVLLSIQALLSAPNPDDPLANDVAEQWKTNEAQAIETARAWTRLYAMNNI
697 NFkB inh – inhibitors of PMA/ionomycin-induced NF-kB reporter, 697 cells, primary screen, B-cell NF-kB inhibitor project, cell-based, luminescence, uHTS | 697 B-cell NF-kB luciferase reporter, 16 h | inhibition, % at 4 µM | 330,000 tested, 0.33% active | AID 435022, 2010; in the data active = inhibition above about 35%
CXCR6 inh – CXCR6 receptor inhibitors, primary screen, cell-based, beta-arrestin, luminescence, CHO-K1 PathHunter, 1536-well | C-X-C chemokine receptor type 6 (Homo sapiens), O00574 | 360,000 tested, 0.36% active | inhibition, % at 20 µM; in the data active = inhibition above about 34%, passing the limit was not always enough;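 note: antagonist mode with CXCL16 agonist at 10 nM final; 0% = 10 nM CXCL16 with DMSO and 100% = unstimulated wells without agonist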
Target sequence (O00574 whole entry, looked up): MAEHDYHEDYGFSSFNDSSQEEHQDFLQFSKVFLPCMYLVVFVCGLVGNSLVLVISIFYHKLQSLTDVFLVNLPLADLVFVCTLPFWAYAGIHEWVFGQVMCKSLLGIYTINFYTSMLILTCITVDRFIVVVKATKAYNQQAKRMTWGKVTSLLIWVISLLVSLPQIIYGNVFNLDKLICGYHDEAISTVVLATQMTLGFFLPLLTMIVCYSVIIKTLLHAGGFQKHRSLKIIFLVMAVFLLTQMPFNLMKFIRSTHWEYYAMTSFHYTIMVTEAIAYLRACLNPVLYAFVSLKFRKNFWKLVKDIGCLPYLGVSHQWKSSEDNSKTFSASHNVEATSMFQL
CCR6 antagonist – CCR6 receptor antagonists, primary screen, cell-based, CHO-K1, luminescence, beta-arrestin, uHTS | C-C chemokine receptor type 6 (Homo sapiens), P51684 | 340,000 tested, 0.49% active | CHO-K1 CCR6 PathHunter beta-arrestin, CCL20-stimulated | inhibition, % at 20 µM;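 active = compounds whose inhibition of the agonist-driven luminescence signal at 20 µM reaches about 50%, limit read from the data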;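 note: cells stimulated with CCL20 at 14 nM final; plate controls were DMSO with CCL20 for no effect and DMSO without agonist for full effect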
Jurkat NFkB inh – inhibitors of induced NF-kB luciferase reporter, primary screen, TCR NF-kB activation inhibitor project, cell-based, luminescence, uHTS. Jurkat, PMA/ionomycin-induced NF-kB luciferase reporter. inhibition, % at 4 µM. 330,000 tested, 0.53% active. AID 435003, 2010; in the data active = inhibition above about 50%
APJ antagonist – antagonists of human apelin receptor APJ, primary screen, CHO-K1 cells, beta-arrestin complementation, luminescence. P35414. inhibition, % at 20 µM. 330,000 tested, 0.32% active;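 active = inhibition above about 40% at 20 µM, limit read from the data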;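 note: cells challenged with 10 nM apelin-13 agonist together with compound; plate controls were apelin-13 plus DMSO wells for no effect and DMSO wells lacking apelin-13 for full effect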
Gli-Sufu antag – Gli-Sufu pathway antagonists, primary screen, luciferase luminescence, Sufu-KO-LIGHT cells, uHTS; Sufu-KO-LIGHT fibroblasts, Gli luciferase reporter luminescence; inhibition, % at 5 µM; 340,000 tested, 0.74% active;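 active = inhibition above about 55%, limit read from the data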;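 note: 0% = DMSO-treated cells and 100% = wells with medium but no cells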
EBI2 antag – EBI2 receptor antagonists, beta-arrestin recruitment, primary screen, cell-based, luminescence, 7a,25-OHC stimulation, uHTS; inhibition, % at 5 µM; G-protein coupled receptor 183 (Homo sapiens), P32249; 360,000 tested, 0.81% active; 7a,25-OHC stimulated; in the data active = inhibition above about 38%;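 note: enzyme fragment complementation signal reports receptor beta-arrestin coupling in cells; 0% = agonist plus DMSO wells and 100% = wells without agonist; some results beyond the cut were filed as inactive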
Target sequence (P32249 whole entry, looked up, the tested form may be a part): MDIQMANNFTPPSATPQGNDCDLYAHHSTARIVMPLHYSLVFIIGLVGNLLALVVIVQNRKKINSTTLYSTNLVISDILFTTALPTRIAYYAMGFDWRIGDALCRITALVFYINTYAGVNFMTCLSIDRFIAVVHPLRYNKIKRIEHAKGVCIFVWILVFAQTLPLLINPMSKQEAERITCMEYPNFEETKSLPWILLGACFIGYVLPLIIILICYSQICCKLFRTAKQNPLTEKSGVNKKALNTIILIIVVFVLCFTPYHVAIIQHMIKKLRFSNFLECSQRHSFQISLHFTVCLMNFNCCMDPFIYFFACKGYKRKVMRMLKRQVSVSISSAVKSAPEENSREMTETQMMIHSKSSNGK
Active calls of the source: *; . = not tested or not shown.

The first 3 entries, to show the layout:
SMILES	UBC13 inh	697 NFkB inh	CXCR6 inh	CCR6 antagonist	Jurkat NFkB inh	APJ antagonist	Gli-Sufu antag	EBI2 antag
CC(C)CNS(=O)(=O)c1cc(C(=O)OCC(=O)c2ccc3c(c2)OCCO3)c(Cl)cc1Cl	8	-6	-4	15	8	11	3	-4
COc1ccc(CCNC(=O)C(=O)NCC2OCCN2S(=O)(=O)c2ccc(C)cc2)cc1OC (stereo unspecified)	1	6	3	4	-2	1	-12	2
CCOC(=O)c1ccc(NC(=O)N2CCN(C(=O)c3ccco3)CC2)cc1	-8	-7	-12	14	8	-2	-14	-3

All compounds of this part, from the first entry:
SMILES	UBC13 inh	697 NFkB inh	CXCR6 inh	CCR6 antagonist	Jurkat NFkB inh	APJ antagonist	Gli-Sufu antag	EBI2 antag
CC(C)CNS(=O)(=O)c1cc(C(=O)OCC(=O)c2ccc3c(c2)OCCO3)c(Cl)cc1Cl	8	-6	-4	15	8	11	3	-4
COc1ccc(CCNC(=O)C(=O)NCC2OCCN2S(=O)(=O)c2ccc(C)cc2)cc1OC (stereo unspecified)	1	6	3	4	-2	1	-12	2
CCOC(=O)c1ccc(NC(=O)N2CCN(C(=O)c3ccco3)CC2)cc1	-8	-7	-12	14	8	-2	-14	-3
CCCC(O)(CCN1CCOCC1)c1ccc(Br)cc1 (stereo unspecified)	-5	-31	1	3	-10	2	9	11
CCOC(=O)c1ccc(NC(=O)CCc2ccc(C)o2)cc1	11	20	0	14	9	-13	14	-1
Fc1ccc(NC(=S)Nc2ccc(Cl)cc2)cc1	1	-18	4	12	-3	1	31	-6
COc1cc(S(=O)(=O)NCc2ccccc2)ccc1-n1cnnn1	2	11	-2	-2	1	6	-17	3
CCOC(=O)N1CCC(N2CCCC(C(=O)c3cc(C)c(OC)c(C)c3)C2)CC1 (stereo unspecified)	4	-16	-3	1	2	17	13	0
Cc1ccc2nc3c(cc(C(=O)NCc4ccccc4)c(=N)n3CCCn3ccnc3)c(=O)n2c1	.	.	9	33	.	.	-14	1
Cc1cc(C)n(-c2cc(N3CCN(S(=O)(=O)c4ccc(Br)cc4)CC3)ccc2[N+](=O)[O-])n1	2	-15	4	10	19	-2	10	5
COC(=O)C1=C(CN2CCN(C)CC2)NC(=O)NC1c1cc(C)ccc1C (stereo unspecified)	2	3	-5	-12	0	22	5	-14
COc1ccc(NC(=O)CSc2nnc(Cc3cccs3)n2C)cc1	-4	-15	-1	8	-4	-2	1	-8
CCc1cc(=O)oc2c(C)c(OCC(=O)NC3CC(C)(C)NC(C)(C)C3)ccc12	3	-6	6	12	-24	3	-1	-6
Cc1cccc(-n2c(N)cc(=O)[nH]c2=S)c1	6	13	10	-4	-7	9	1	-4
COC(=O)Cn1c(=NC(=O)c2sc3ccccc3c2Cl)sc2cc(S(N)(=O)=O)ccc21	-26	-8	2	3	-12	0	17	13
CCOC(=O)n1c(=O)n(Cc2ccc(Cl)cc2Cl)c2ccccc21	3	4	3	10	4	8	9	3
COc1ccc(/C=N/Nc2nc(Nc3ccccc3)nc(N3CCCCC3)n2)cc1OC	-7	-23	5	0	-25	-6	-33	16
CCSc1nnc(NC(=O)Cn2cnc3ccccc3c2=O)s1	-11	11	-4	-2	1	-7	12	-5
O=c1[nH]c(/C=C/c2ccccc2OC(F)F)nc2c1cnn2-c1ccccc1	10	-2	2	-10	-13	2	5	-3
CCOc1cccc(N(C(=O)c2ccco2)C(C(=O)NC2CCCC2)c2cccnc2)c1 (stereo unspecified)	5	2	0	6	-3	-11	9	4
COc1ccc(NC(=O)NNC(=O)COc2ccc3ccccc3c2)cc1	-5	-4	1	9	-18	-48	-5	-3
CCOC(=O)c1ccc(NC(=O)C2CC(=O)N=C(N)S2)cc1 (stereo unspecified)	2	0	10	11	-10	14	-6	-1
CCOC(=O)c1ccc2[nH]c3c(c2c1)CCCC3NC=O (stereo unspecified)	4	-17	-7	-8	-20	-12	25	0
CC(C)NC(=O)NNc1c(Cl)cncc1Cl	-3	-11	10	-4	5	8	3	1
Oc1ccc2c(c1)C1CCCC1(N1CCOCC1)O2 (stereo unspecified)	-10	20	-2	-6	4	-3	-20	-1
Cc1occc1-c1nnc(SCC(=O)N2CCOCC2)n1CCc1ccccc1	2	12	7	-17	20	1	-3	5
O=C(NC1=NCCS1)C12CC3CC(CC(C3)C1)C2	4	5	-4	7	-13	2	1	-12
O=C(CSc1nnnn1C1CCCCC1)NCc1cccs1	4	-6	5	23	-2	12	3	37
COc1cc(OC)c(CN2CCc3c([nH]c4ccccc34)C2)cc1Br	10	-18	-6	-19	21	-15	18	10
Cc1ccc(Sc2c(C=O)c3ccccc3n2C)cc1	30	16	0	14	4	-2	-15	6
O=C(NCCc1cccs1)c1ccc(Cl)cc1	-1	-154	3	8	-119	4	-67	3
COc1ccc(-c2ccc(OC)cc2C(=O)O)cc1	3	-11	-5	-5	-4	4	1	-15
COc1cccc(C(=O)NCC2(c3ccccc3)CCCC2)c1	-4	1	4	13	9	-7	20	11
CCCCN(CC)S(=O)(=O)c1ccc(C(=O)Nc2nnc(-c3ccccc3Cl)o2)cc1	-24	-44	10	.	-3	-12	.	9
CCOC(=O)C1CCN(S(=O)(=O)CCNC(=O)c2cccc(OC)c2)CC1	2	0	3	2	-6	-1	-6	-3
NC(=O)c1nsc(C(=O)N(CC(=O)NCc2ccco2)c2ccccc2F)c1N	21	18	-5	8	15	7	-8	-4
CCCCCn1c(C(Cc2ccccc2)NC(=O)COC)nc2ccccc21 (stereo unspecified)	0	-16	4	14	-7	9	1	5
CCCOc1ccc(NC(=O)OC2CCN(C)CC2)cc1	4	-44	0	10	-23	-14	11	-5
COc1cc2c(cc1OC)CN(C(=O)c1ccc(S(=O)(=O)N3CCCCCC3)cc1)CC2	9	22	3	4	12	4	5	0
Cc1noc(C)c1COC(=O)CCCc1c[nH]c2ccccc12	-5	15	6	6	16	-11	-4	10

Record cards, as listed above.
Entry for `COc1cc2c(cc1OC)CN(C(=O)c1ccc(S(=O)(=O)N3CCCCCC3)cc1)CC2` → UBC13 inh: 9; 697 NFkB inh: 22; CXCR6 inh: 3; CCR6 antagonist: 4; Jurkat NFkB inh: 12; APJ antagonist: 4; Gli-Sufu antag: 5; EBI2 antag: 0
Entry for `CCOC(=O)C1CCN(S(=O)(=O)CCNC(=O)c2cccc(OC)c2)CC1` → UBC13 inh: 2; 697 NFkB inh: 0; CXCR6 inh: 3; CCR6 antagonist: 2; Jurkat NFkB inh: -6; APJ antagonist: -1; Gli-Sufu antag: -6; EBI2 antag: -3
Entry for `NC(=O)c1nsc(C(=O)N(CC(=O)NCc2ccco2)c2ccccc2F)c1N` → UBC13 inh: 21; 697 NFkB inh: 18; CXCR6 inh: -5; CCR6 antagonist: 8; Jurkat NFkB inh: 15; APJ antagonist: 7; Gli-Sufu antag: -8; EBI2 antag: -4

Sorted by count of non-hydrogen atoms (high to low): part of the list above
SMILES	UBC13 inh	697 NFkB inh	CXCR6 inh	CCR6 antagonist	Jurkat NFkB inh	APJ antagonist	Gli-Sufu antag	EBI2 antag
COc1cc2c(cc1OC)CN(C(=O)c1ccc(S(=O)(=O)N3CCCCCC3)cc1)CC2	9	22	3	4	12	4	5	0
CCCCN(CC)S(=O)(=O)c1ccc(C(=O)Nc2nnc(-c3ccccc3Cl)o2)cc1	-24	-44	10	.	-3	-12	.	9
CCOC(=O)C1CCN(S(=O)(=O)CCNC(=O)c2cccc(OC)c2)CC1	2	0	3	2	-6	-1	-6	-3
CCCOc1ccc(NC(=O)OC2CCN(C)CC2)cc1	4	-44	0	10	-23	-14	11	-5
COc1ccc(-c2ccc(OC)cc2C(=O)O)cc1	3	-11	-5	-5	-4	4	1	-15
O=C(NCCc1cccs1)c1ccc(Cl)cc1	-1	-154	3	8	-119	4	-67	3

Later entries:
SMILES	UBC13 inh	697 NFkB inh	CXCR6 inh	CCR6 antagonist	Jurkat NFkB inh	APJ antagonist	Gli-Sufu antag	EBI2 antag
CCOC(=O)c1c(N)sc(C(O)(C(F)(F)F)C(F)(F)F)c1-c1ccccc1	1	1	3	-7	1	-11	-6	-1
CCNC(=O)CC1C(=O)N(CC)C(=S)N1NC(=O)c1cccnc1 (stereo unspecified)	-2	19	-3	2	10	4	18	1
Cc1cc2c(cc1S(=O)(=O)C(C)CC(=O)NCc1ccco1)OCC(=O)N2 (stereo unspecified)	-6	-13	-7	10	-18	0	-21	-5
CSCCC(NC(=O)/C(=C\c1ccco1)NC(=O)c1ccco1)C(=O)O (stereo unspecified)	-4	-8	-15	3	1	9	3	-13
Cc1c(C(=O)Nc2ccccc2)sc2nc[nH]c(=O)c12	-10	-64	-4	3	-26	11	-9	-2
CCOC(=O)C1=C(C)NC(C)=C(C(=O)OCC)C1c1cccs1	-1	-53	-2	19	-16	2	15	-4
COc1ccc(-c2csc(C(C#N)=C(O)CSc3nccn3C)n2)cc1OC	.	.	-1	10	.	.	3	-1
O=C(NCc1n[nH]c(=S)n1-c1ccc(Br)cc1)c1ccc(S(=O)(=O)N2CCCCC2)cc1	2	5	2	9	-1	8	15	3
CN(CCNC(=O)C1(O)c2ccccc2NC(=O)N1c1ccccc1)Cc1ccccc1 (stereo unspecified)	0	2	-6	0	-13	-21	9	-5
N#CC(=C1C=CC(=NO)C(Cl)=C1)c1ccc(Cl)cc1	.	.	33	67*	.	.	-3	-20
O=C1CCCN1c1ccc(S(=O)(=O)NCc2ccc(F)cc2)cc1	1	2	-2	3	-3	-3	12	0
N=c1oc2ccc(Cl)cc2cc1C(=O)Nc1ccc(F)cc1	-8	-20	-1	6	-55	14	-19	-4
CS(=O)(=O)c1ccc(-c2sc3ccccc3c2C(=O)NCCCN2CCOCC2)cc1	0	-3	-3	-1	4	6	7	-10
CCOC(=O)c1c(C)c(C)n(Cc2cccc(OC)c2OC)c1C	-17	-39	4	-4	2	-12	9	2
CCn1c(C2CC(=O)N(Cc3ccccc3)C2)nc2ccccc21 (stereo unspecified)	5	4	2	9	-8	0	7	12
COCCNC(=S)N/N=C/c1ccc2c(c1)OCCO2	-13	-6	-12	-1	-9	-8	1	-12
O=c1c2ccccc2oc2nc(C3CCCCC3)n(Cc3ccco3)c(=O)c12	1	3	2	1	4	7	17	-24
COc1cc2c(cc1OC)N1C(=O)CC(OCC(=O)O)C3C4CC5(CCN5C(=O)C4=O)C2C31 (stereo unspecified)	-2	8	-7	9	4	21	-8	-1
O=C(CNC(=O)c1cccc(F)c1)N/N=C/C=C/c1ccccc1	-5	1	-5	5	-1	-2	-11	5
O=S(=O)(c1cccc(Br)c1)N1CCN(c2ccnc3cc(Cl)ccc23)CC1	6	22	-8	8	8	0	32	8
Cc1cc(C)c(S(=O)(=O)c2ccccc2C)c(Oc2ccccc2)n1	6	6	6	17	-3	18	10	9
CCN(CC)c1ccc(/C=N/NC(=O)c2cccc(S(=O)(=O)Nc3ccccc3OC)c2)cc1	-4	-7	4	20	-21	-2	1	12
Cc1cccc(Oc2ccccc2N)c1	-4	15	6	3	-11	23	1	-6
O=C(OCC(=O)N1CCN(c2ccccc2)CC1)c1ccccc1[N+](=O)[O-]	2	-38	-4	12	-56	-6	-39	-11
COc1ccccc1N(C)S(=O)(=O)c1ccc(C(=O)Nc2nc(C)c(C(C)=O)s2)cc1	-8	15	5	22	2	-11	3	3

The order is random, and some 3% of all compounds hit somewhere here.
